AID2073: disruptors of CaV2.2 binding to Mint1 – biochemical, HTRF (AID 2073) | HTRF protein-protein interaction, Mint1-CaV2.2; higher % means a stronger effect | hit rate 0.19% among 290,000 | inhibition, % at 20 µM, or IC50 in µM where a hit was titrated; in the data active = inhibition mostly above about 51%, no sharp cut-off; inconclusive = no clear call, values can overlap the other calls; inactive = mostly below about 53%; note: some results filed as inactive read as strong as hits
LYP inhibition: PTPN22 lymphoid phosphatase activity blockers – biochemical, fluorescence intensity, uHTS (AID 1779) | recombinant LYP phosphatase, fluorescence intensity; higher % means a stronger effect | one-dose inhibition, % at 11.5 µM; IC50 in µM for titrated hits | hit rate 0.054% among 290,000; in the data active = inhibition above about 50%;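 note: plate controls were vehicle with enzyme for no effect and no enzyme for full effect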
SIAH1 antagonists: blockers of Siah-1 interaction with plectin peptide – biochemical, fluorescence polarization, rhodamine-plectin, uHTS, primary screen (AID 1817); hit rate 0.02% among 290,000; Siah-1 / rhodamine-plectin peptide fluorescence polarization; higher % means a stronger effect; displacement, % at 20 µM; hits with a dose series show IC50 in µM;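 active = displacement of at least 50% at 20 µM, with a fluorescence ratio check between 0.3 and a set limit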;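 note: plate controls were Siah plus tracer with DMSO for no effect and tracer alone without Siah for full effect; strong numbers were not always called active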
* marks the source's active call; other numbers are inactive results; ? = inconclusive. This is a subset, so the mix of outcomes need not match the whole.

Preview (2 entries):
AID2073	LYP inhibition	SIAH1 antagonists	Molecule
-4%	-8%	4%	CC1CCC(NC(=O)CCS(=O)(=O)c2ccc3c(c2)CCN3C(=O)C2CC2)CC1 (configuration not stated)
17%	-8%	-2%	CCOC(=O)N1CCC(NC(=O)CS(=O)(=O)Cc2nc(-c3ccc(OC)cc3)oc2C)CC1

This part in full, from the first entry:
AID2073	LYP inhibition	SIAH1 antagonists	Molecule
-4%	-8%	4%	CC1CCC(NC(=O)CCS(=O)(=O)c2ccc3c(c2)CCN3C(=O)C2CC2)CC1 (configuration not stated)
17%	-8%	-2%	CCOC(=O)N1CCC(NC(=O)CS(=O)(=O)Cc2nc(-c3ccc(OC)cc3)oc2C)CC1
3%	-4%	-1%	O=C1CC(NC(=O)c2ccc(Cl)cc2)C(=O)N1 (configuration not stated)
-1%	-13%	8%	COc1cccc(CNC(=O)C2CCN(S(=O)(=O)c3ccc4c(c3)NC(=O)C(C)S4)CC2)c1 (configuration not stated)
4%	-6%	2%	COC(=O)c1ccc(/C=N\NC(=O)c2c(C)nc3ccc(Cl)cn23)cc1
-1%	-9%	6%	CC1(C)CC(NC(=O)c2cc(S(=O)(=O)N3CCCCC3)ccc2Cl)CC(C)(C)N1
-2%	-3%	4%	CCOc1ccc(N(CC(=O)NCCc2ccccc2)S(=O)(=O)c2ccccc2)cc1
7%	-4%	5%	CCOc1ccccc1CNC(=O)C1CCCN(c2ncnc3c2nc2n3CCCCC2)C1 (configuration not stated)

Overlap with the part before: 2 compounds, followed by the next part.
AID2073	LYP inhibition	SIAH1 antagonists	Molecule
-2%	-3%	4%	CCOc1ccc(N(CC(=O)NCCc2ccccc2)S(=O)(=O)c2ccccc2)cc1
7%	-4%	5%	CCOc1ccccc1CNC(=O)C1CCCN(c2ncnc3c2nc2n3CCCCC2)C1 (configuration not stated)
2%	-14%	0%	Cc1ccc(S(=O)(=O)Nc2ccc(C(=O)N3CCCC3)cc2)c(C)c1NS(C)(=O)=O
17%	-2%	-2%	Cc1c(C(=O)O)oc2ccc(S(=O)(=O)N3CCCC3)cc12
1%	-2%	-1%	O=C(Cn1c(NCCCO)nc2ccccc21)c1ccc(Cl)cc1
35%	-7%	-8%	CC(=O)NCCNc1nc2c(-c3ccccc3)nnn2c2ccccc12
-8%	-9%	-2%	COc1ccc(N2CCN(CCC(O)c3ccc4ccccc4c3)CC2)cc1 (configuration not stated)
16%	-3%	-5%	CCCCn1c(-c2cccc(F)c2)nc2c1c(=O)[nH]c(=O)n2CC(C)C
-6%	-8%	-3%	CCN(CC)CCNC(=O)Cn1cnc2sc(C)c(S(=O)(=O)N3CC(C)CC(C)C3)c2c1=O (configuration not stated)
11%	0%	1%	CC(NC(=O)c1ccc2c(c1)C(=O)N(Cc1cccnc1)C2=O)c1ccccc1 (configuration not stated)
6%	0%	-1%	COc1ccc(-c2csc(N(CCCN(C)C)C(=O)c3ccc(C)cc3)n2)cc1
9%	-5%	-1%	O=C1NCCN(Cc2cccc(Oc3ccccc3)c2)C1CC(=O)N1CCCCC1 (configuration not stated)
?	-4%	8%	COc1ccc(NC(=O)N2CCc3ccccc3C2)c(OC)c1
-12%	-6%	10%	COc1cccc(CN(C(=O)c2ccc([N+](=O)[O-])cc2)C2CCS(=O)(=O)C2)c1 (configuration not stated)
-16%	2%	-6%	COc1cc(OC)cc(C(=O)NNC(=S)NC(=O)c2cccnc2)c1
-9%	-2%	-1%	CC(C)(C)c1cc(CCC(=O)N2CCC2)cc(C(C)(C)C)c1O
11%	2%	-3%	Cn1nnnc1SCC(=O)NC1CCCC1
8%	-7%	8%	CCOc1ccccc1NC(=O)NCCCCc1ccccc1
2%	2%	-1%	CCOC(=O)[C@@H]1[C@H]2COc3ccc(Br)cc3[C@H]2N2C(=O)N(c3ccc(F)cc3)C(=O)[C@@]12C
2%	-7%	5%	COc1ccc(OC)c(CNCc2ccc3c(c2)OCO3)c1
14%	-10%	-3%	Cc1ccc(S(=O)(=O)N2CCCC(C(=O)NC3CCCC3)C2)cc1Cl (configuration not stated)
4%	-8%	1%	O=C(Cn1cc(C(F)(F)F)cc(Cl)c1=O)NCc1ccccc1
13%	-3%	-2%	COc1ccc(C(=O)Nc2cc(C)on2)cc1OC
8%	-8%	3%	CN(CC(O)COc1ccc2ccccc2c1)C1CCCCC1 (configuration not stated)
-9%	-4%	2%	CC(=O)OCC(=O)[C@@]1(O)CC[C@H]2[C@@H]3C[C@H](C)C4=CC(=O)C=C[C@]4(C)[C@H]3[C@@H](O)C[C@@]21C
1%	-10%	10%	O=C(Nc1ccc(CN2CCOCC2)cc1)c1ccc(Cl)cc1Cl
3%	-16%	-4%	CCCn1ncc(CN2CCC(Oc3ccc(C(=O)N4CCCC4)cc3)CC2)c1C
8%	-6%	-6%	Cc1nn(CC(=O)N2CCOCC2)c(=O)c2nn(-c3ccccc3)c(C)c12
5%	-1%	-1%	Cc1cc(NC(=O)CCC(=O)N(CC(C)C)C(C(=O)NC(C)(C)C)c2ccccc2Cl)no1 (configuration not stated)
14%	-5%	1%	COc1ccc(NC(=O)c2cc3ccccc3o2)cn1
4%	-7%	2%	CN(Cc1nccs1)C(=O)c1ccc(OC2CCN(Cc3ccccn3)CC2)cc1
-2%	6%	2%	CCCCN(C)CCNC(=O)CCn1nc(-c2ccc(Cl)cc2)ccc1=O
46%	2%	2%	COc1ccc(N(CC(=O)NC2CC3CCC2C3)S(=O)(=O)c2ccc(C)c([N+](=O)[O-])c2)cc1 (configuration not stated)
11%	-2%	-5%	Cc1ccc(C(=O)Nc2ccc(S(=O)(=O)N3CCCC3)cc2)cc1
-6%	-7%	3%	O=C(Nc1cccc(-n2cnnn2)c1)c1cccc(Cl)c1
-2%	-7%	1%	CNc1c(NS(=O)(=O)c2ccc(OC)c(Cl)c2)c(=O)oc2ccccc12
5%	0%	-2%	COc1ccc(CN2CCCC(C(=O)Nc3cccc(-n4cccn4)c3)C2)cc1 (configuration not stated)
13%	-7%	10%	On1c(-c2ccccc2)nc2ncccc21
13%	-6%	-4%	COc1ccc(C(=O)Nc2ccc(NC(=O)CSc3nnc(-c4ccncc4)n3C)cc2)cc1
8%	-6%	2%	C/C=C(\C)C(=O)OC(C)(C)[C@H]1Cc2cc3ccc(=O)oc3cc2O1
-3%	-9%	9%	CC(=O)c1cc2c(cc1NS(=O)(=O)c1ccccc1Br)OCO2
-4%	-6%	11%	Cc1n[nH]c(=O)c2c(NC(=O)CSc3nnc(-c4ccncc4)n3C)oc(C)c12

Six of the compounds above, bar-delimited:
canonical_smiles | AID2073 | LYP inhibition | SIAH1 antagonists
O=C(Nc1cccc(-n2cnnn2)c1)c1cccc(Cl)c1 | -6% | -7% | 3%
CNc1c(NS(=O)(=O)c2ccc(OC)c(Cl)c2)c(=O)oc2ccccc12 | -2% | -7% | 1%
COc1ccc(CN2CCCC(C(=O)Nc3cccc(-n4cccn4)c3)C2)cc1 (configuration not stated) | 5% | 0% | -2%
On1c(-c2ccccc2)nc2ncccc21 | 13% | -7% | 10%
COc1ccc(C(=O)Nc2ccc(NC(=O)CSc3nnc(-c4ccncc4)n3C)cc2)cc1 | 13% | -6% | -4%
C/C=C(\C)C(=O)OC(C)(C)[C@H]1Cc2cc3ccc(=O)oc3cc2O1 | 8% | -6% | 2%

Other entries.
AID2073	LYP inhibition	SIAH1 antagonists	Molecule
8%	-3%	5%	CN(CCc1ccccn1)C(=O)c1ccc(OC2CCN(Cc3ccccn3)CC2)cc1
12%	-3%	19%	O=C(Nc1cccnc1)c1ccc(COc2ccccc2Br)cc1
12%	-6%	-4%	COc1ccc(N2C(=O)c3ccc(C(=O)Nc4ccccc4OC)cc3C2=O)cc1
9%	-9%	-1%	CCOc1ccc(S(=O)(=O)NCCC(=O)N2CCCN(C)CC2)cc1
-2%	-7%	7%	CC(C)c1ccc(S(=O)(=O)NCc2ccc3c(c2)OCO3)cc1
2%	-9%	3%	CC(C)CC1Nc2ccc(C(=O)NCc3ccc4c(c3)OCO4)cc2NC1=O (configuration not stated)
-1%	-8%	0%	Cc1cccc(C(=O)N2CCN(S(=O)(=O)N3CCCCC3)CC2)c1
8%	-12%	-2%	Nc1nonc1-n1nnc(C(=O)N/N=C/c2ccco2)c1CSc1ccccc1
8%	-7%	3%	Cc1ccc(NC(=O)CN(C)C(=O)C2CC(=O)N(Cc3ccccc3)C2)cc1 (configuration not stated)
27%	-6%	-1%	COc1ccc(OC)c(NC(=O)CSc2nncc3ccccc23)c1
15%	-7%	-3%	C=CCOc1cccc(C2C(C(=O)c3ccc(C)o3)=C(O)C(=O)N2CCCn2ccnc2)c1 (configuration not stated)
-5%	-11%	1%	COc1cc(S(=O)(=O)NCc2ccncc2)c(OC)cc1Br
9%	-10%	7%	Cn1c(CCN2CCCCC2)nc2cc(NC(=O)COc3ccc(Cl)cc3)ccc21
8%	-5%	-1%	CC(C)c1csc(CN2CCCC(CNC(=O)c3cccc4ccccc34)C2)n1 (configuration not stated)
-1%	-11%	12%	COc1ccc(S(=O)(=O)N2CCC(C)CC2)cc1OC
2%	0%	5%	CCOc1ccc(OCCn2c(SCC(=O)O)nc3ccccc32)cc1
28%	-21%	2%	COc1ccc(-c2cnc3c(-c4ccc(F)cc4)cnn3c2N)cc1
-3%	-10%	14%	CC1CCN(CCC(=O)Nc2ccc(F)c(F)c2)CC1
9%	-4%	10%	COc1cc(O)c2c(=O)c(-c3ccc(O[C@@H]4O[C@H](CO)[C@@H](O)[C@H](O)[C@H]4O)cc3)coc2c1
12%	-1%	7%	CCc1ccccc1NC(=O)C1(S(=O)(=O)c2ccc(C)cc2)CC1
4%	-7%	0%	Cc1ccc(NC(=O)c2ccc(Cl)c(N3C(=O)CCC3=O)c2)cc1
30%	-30%	-4%	CCC(NC(=O)OCc1ccccc1)C(=O)Oc1ccc2ccc(=O)oc2c1 (configuration not stated)
7%	-7%	8%	CCc1ccc(OCC(=O)Nc2ccncc2)c(Br)c1
2%	-11%	-1%	CCN1CCN(CCCNC(=O)CCC(=O)N2CCOc3ccc(Cl)cc32)CC1
9%	-5%	9%	CC(=O)Nc1ccc(S(=O)(=O)N2CCN(c3nc(C)cc(C)n3)CC2)cc1
3%	-13%	-5%	Cc1cccc(C(=O)N2CCCC(Nc3ccc(C(C)C)cc3)C2)n1 (configuration not stated)
6%	-8%	3%	Cc1ccnc(NC(=O)c2cc(F)c(F)cc2Cl)n1
6%	-2%	2%	COc1ccc(CCCNC(=O)C2CCC(=O)N(CCCN3CCCC3=O)C2)cc1 (configuration not stated)
5%	-8%	5%	CC(=O)NC1CC2CCCC(C1)N2Cc1ccc(C)cc1 (configuration not stated)
13%	-5%	-3%	CCn1nccc1C(=O)Nc1ccccc1OC
-7%	-7%	13%	Cc1onc(-c2ccccc2)c1C(=O)N/N=C/c1cc(Br)c(O)c(Br)c1
1%	0%	-5%	CCc1cccc(NC(=O)C2CC2c2ccccc2)c1 (configuration not stated)
15%	-8%	10%	COc1ccc(-c2noc(CCCC(=O)NCC3CCCO3)n2)cc1 (configuration not stated)
3%	-9%	7%	CC(C)[C@H](NC(=O)[C@@H]1Cc2c([nH]c3ccccc23)C2c3ccccc3C(=O)N21)C(=O)N1CCC[C@@H]1C(=O)O (some centres not stated)
29%	-4%	1%	CC(C)(C)c1ccc(OCc2ccc(C(=O)Nc3cccnc3)o2)cc1
3%	-3%	5%	CSc1ccccc1NC(=O)c1csc(C)c1
26%	-4%	-8%	CC(=O)c1ccc(NC(=O)C2=CC(c3ccc4c(c3)OCO4)=NS(=O)(=O)N2C)cc1
26%	-3%	4%	COc1ccc(/C=N/N(C)C2=NS(=O)(=O)c3ccccc32)cc1
9%	-10%	-2%	CSc1ccc(-c2nc(CSCC(=O)NCCCN3CCCC3=O)c(C)o2)cc1
13%	-4%	-1%	CCCNC(=O)/C(C#N)=C1\N=C(NC(=O)c2ccco2)c2ccccc21
11%	0%	-3%	CC(C)(C)c1ccccc1OCC(=O)NCc1ccccc1
6%	-4%	12%	Cc1onc(-c2ccccc2Cl)c1C(=O)NC1CCCCCC1
8%	-3%	-3%	CCn1cc2nc(SCC(=O)Nc3ccc(OC)c(OC)c3)n(Cc3ccc(OC)cc3)c(=O)c2n1
10%	-6%	-1%	COc1cccc(NC(=O)CSCc2cc(=O)n3nc(C4CC4)sc3n2)c1
21%	-7%	-2%	CN(C)CCCN(C(=O)c1ccc(S(=O)(=O)N2CCCc3ccccc32)cc1)c1nc2ccc(F)cc2s1
6%	-4%	0%	COc1ccc(C)cc1N(C(=O)c1snc(C(N)=O)c1N)C(C(=O)NC1CCCC1)c1ccc(F)cc1 (configuration not stated)
9%	-5%	10%	O=C(NCCC1=CCCCC1)C1CCC(=O)N(Cc2cccc(C(F)(F)F)c2)C1 (configuration not stated)
11%	-8%	-2%	COC(=O)c1c(C(=O)OC)c(-c2ccc(Br)cc2)n2c1CS(=O)C2 (configuration not stated)
-4%	-2%	2%	CC(OC(=O)CCc1ccccc1)C(=O)Nc1ncc(Cl)cc1Cl (configuration not stated)
22%	-2%	1%	COc1ccc(C2(c3ccc(OC)cc3)NC(=O)N(CC(=O)Nc3ccccc3)C2=O)cc1

High-throughput results as filed in PubChem BioAssay.
